Source: PubChem BioAssay
Pemphigus Ab inh: blocks pemphigus antibody binding to human desmoglein-3 | P32926 | DSG3-coupled beads, scFv-anti-DSG3-GFP binding, flow cytometry; active compounds read low | binding (percent of control), % at 10 µM | 310,000 tested, 0.48% active | AID 588358;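 active means binding more than 3 SD below its plate's average and above zero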;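 further: hits lower antibody fragment binding to DSG3; some compounds called inactive have numbers as strong as hits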
Target sequence (P32926 whole entry, looked up, the tested form may be a part): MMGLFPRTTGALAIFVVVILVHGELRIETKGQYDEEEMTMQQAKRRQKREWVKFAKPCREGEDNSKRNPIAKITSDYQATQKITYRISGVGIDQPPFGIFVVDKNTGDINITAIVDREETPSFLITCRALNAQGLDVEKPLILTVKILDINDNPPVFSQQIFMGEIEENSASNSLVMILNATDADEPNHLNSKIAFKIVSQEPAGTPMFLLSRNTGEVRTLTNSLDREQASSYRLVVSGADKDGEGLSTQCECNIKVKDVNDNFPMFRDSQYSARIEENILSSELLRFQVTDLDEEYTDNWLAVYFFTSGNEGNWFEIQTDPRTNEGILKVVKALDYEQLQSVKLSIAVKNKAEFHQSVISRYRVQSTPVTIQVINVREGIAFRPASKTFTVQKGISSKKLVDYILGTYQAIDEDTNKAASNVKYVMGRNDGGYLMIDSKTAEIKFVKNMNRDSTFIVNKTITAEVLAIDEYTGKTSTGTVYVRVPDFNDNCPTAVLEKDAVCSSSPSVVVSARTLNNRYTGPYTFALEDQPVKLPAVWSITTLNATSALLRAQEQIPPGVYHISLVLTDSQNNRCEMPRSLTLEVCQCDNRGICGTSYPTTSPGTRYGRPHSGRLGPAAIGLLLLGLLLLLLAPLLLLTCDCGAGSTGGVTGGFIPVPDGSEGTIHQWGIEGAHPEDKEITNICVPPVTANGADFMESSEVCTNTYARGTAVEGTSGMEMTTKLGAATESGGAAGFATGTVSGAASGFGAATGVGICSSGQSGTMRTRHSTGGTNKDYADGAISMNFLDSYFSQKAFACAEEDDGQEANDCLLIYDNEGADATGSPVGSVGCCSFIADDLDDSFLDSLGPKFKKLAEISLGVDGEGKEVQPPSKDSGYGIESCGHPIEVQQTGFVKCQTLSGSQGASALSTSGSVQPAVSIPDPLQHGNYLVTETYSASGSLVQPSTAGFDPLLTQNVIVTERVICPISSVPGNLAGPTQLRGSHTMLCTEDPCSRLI
phage Ecoli inh: E. coli growth loss with phage present. growth absorbance. inhibition, % at 11.9 µM. 360,000 tested, 0.26% active. AID 651602; in the data active means inhibition above about 11%
E coli growth: reduces bacterial viability in AddAB counter-screen; inhibition, % at 11.9 µM; E. coli V3065 growth, OD600 absorbance, 18 h; 330,000 tested, 0.27% active;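 active means inhibition above the campaign's mean inhibition across all tested compounds plus 3 SD, cut at about 9.9% in these data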;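 further: uninfected addAB+ strain grown without phage in ampicillin broth; 0% = DMSO wells and 100% = ciprofloxacin 0.95 µg/ml wells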
HTR5A ag: activates human HTR5A in OPRM1-OPRD1 agonist counter-screen; HTR5A agonist assay, luminescence, cell-based; activation, % at 9.3 µM; 340,000 tested, 0.61% active; in the data active means activation mostly above about 9.5%, no sharp cut-off; inactive means mostly below about 7.6%;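 further: 0% = cells with vehicle only and 100% = reference agonist; strong numbers were not always called active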
OPRM1-OPRD1 inv: inverse agonist of human OPRM1-OPRD1 heterodimerization; cell-based MOR-DOR heterodimer luminescence, inverse agonism; inhibition, % at 9.3 µM; AID 504357; 340,000 tested, 0.21% active; in the data active means inhibition above about 22%, passing the limit was not always enough;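 further: 0% = cells with DMSO and 100% = wells without cells with DMSO; values of inactives mirror those of a sister screen read the other way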
PKA-R1A act: PKA-R1A complex activation | AID 504707 | activation, % at 11.4 µM | P00514+P68181 | 340,000 tested, 0.083% active | PKA-R1A dissociation, Cy5-IP20 fluorescence polarization; scaled: DMSO 0%, 113 µM cGMP 100%;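 active means percent activation above the mean of all tested compounds plus 3 SD, cut at about 19% in these data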;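 further: higher means more PKAc released from R1A so a rise in polarization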
MOR-DOR ag: OPRM1-OPRD1 heterodimerization agonism; P35372+P41143; 340,000 tested, 0.3% active; cells, luminescence; AID 504326; activation, % at 9.3 µM; in the data active means activation above about 18%;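 further: 0% = vehicle-treated cells and 100% = reference agonist; values of inactives mirror those of a sister screen read the other way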
HTR5A inv ctr: inverse agonist of human HTR5A in OPRM1-OPRD1 counter-screen | inhibition, % at 9.3 µM | P47898 | HTR5A cell line, luminescence, inverse agonism | 340,000 tested, 0.083% active; in the data active means inhibition mostly above about 23%, no sharp cut-off; inactive means mostly below about 18%;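 further: 0% = cells with DMSO and 100% = no-cell wells with DMSO; some compounds called inactive have numbers as strong as hits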
Mot1-301 SUMO: inhibitors of SUMOylation pathway: yeast Mot1-301 growth rescue; AID 2716; growth rescue, % at 18.8 µM; S. cerevisiae Mot1-301 growth rescue, ATP luminescence, 38.5C; percent above DMSO median, 100 means doubled; 320,000 tested, 1% active;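 active means every valid replicate shows activation above 250% relative to neutral control wells; inactive means the rest, any valid replicate at or below 250%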;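 further: OY570 slx delta 5 strain wells were the positive control but not used for scaling; some compounds called inactive have numbers as strong as hits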
PfHsp90 set2: growth inhibition of yeast expressing Plasmodium Hsp90; inhibition, % at 9.4 µM; S. cerevisiae expressing PfHsp90, BacTiter-Glo ATP, 48 h; yeast lacking PDR1 and PDR3 efflux regulators; 310,000 tested, 0.32% active; AID 504621;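 active means every replicate shows inhibition above about 80%, whatever the replicate mean, limit read from the data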;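 further: 0% = DMSO neutral controls and 100% = 20 µM radicicol positive controls; yeast relying on Plasmodium falciparum Hsp90 in place of its own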
AddAB inh: less growth of phage-infected E. coli with AddAB; E. coli expressing H. pylori AddAB, absorbance growth; inhibition, % at 11.9 µM; AID 435030; 330,000 tested, 0.29% active; in the data active means inhibition above about 12%;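 further: 0% = vehicle wells of infected cells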
The depositor's hits bear a star; / = not tested or not shown. Compounds were not picked by outcome. Share with any hit: about 3.2%.

SMILES	Pemphigus Ab inh	phage Ecoli inh	E coli growth	HTR5A ag	OPRM1-OPRD1 inv	PKA-R1A act	MOR-DOR ag	HTR5A inv ctr	Mot1-301 SUMO	PfHsp90 set2	AddAB inh
CN(CC(=O)NCC(c1ccccc1)N1CCCC1)S(=O)(=O)c1ccc(Cl)cc1 (stereo unspecified)	119	7.2	1.1	5	15	-3	-4.0	10	1	17	-1.6
COc1ccc(-c2cc(=O)oc3cc4occ(C)c4cc23)cc1	103	4.0	-1.9	-2	-17	4	3.1	-12	-11	-43	2.7
O=C1OC(c2ccco2)=N/C1=C\c1ccc(-c2cccc(C(F)(F)F)c2)o1	91	2.4	1.3	3	4	0	-0.6	-8	21	-1	3.1
CSc1ncccc1C(=O)OCC(=O)c1cccc(Br)c1	96	2.4	-1.4	9	7	-7	-1.2	-26	-3	-28	0.3
CCC(CC)c1nnc(NC(=O)CN2C(=O)c3ccccc3C2=O)s1	97	0.5	2.6	-2	18	1	-3.2	6	8	-13	4.8
Cc1ccccc1/C=N/NC(=O)Cn1cnc([N+](=O)[O-])n1	100	3.9	-0.3	0	-12	3	2.4	-16	383	-17	0.0
O=C1C2C3C=CC(C3)C2C(=O)N1Nc1ccc([N+](=O)[O-])cc1[N+](=O)[O-] (stereo unspecified)	109	0.9	-1.7	-7	10	-9	-1.8	10	-5	-6	2.8
O=C(NCCc1nc2ccccc2[nH]1)c1ccc(Cl)c([N+](=O)[O-])c1	103	0.3	0.5	1	3	-5	-0.5	-5	18	22	4.9
Nc1nc(C2CCCCC2)cs1	103	4.0	0.5	4	12	-15	-2.3	-24	-9	/	2.8
CNc1c2cccc(C)c2nc2c(C(=O)NCCN(C)C)cccc12	/	0.1	/	-1	2	-11	-0.3	6	/	-3	/
CCc1ccccc1N=C1SCC(=O)N1C	103	4.4	-1.8	0	5	6	-0.8	3	-8	2	-1.3
CCN(c1ccccc1)S(=O)(=O)c1ccc(Cl)c(NC(=O)CN(C)Cc2cccc(F)c2)c1	107	-1.3	/	0	-2	-5	0.6	17	/	-2	/
COc1ccc(S(=O)(=O)NCc2ccc3c(c2)OCO3)cc1C(=O)O	110	4.0	0.3	2	10	5	-1.9	-3	/	-4	3.0
CC(C)(C)OC(=O)NCCCC[C@H](NC(=O)c1nc[nH]c1C(=O)N1CCc2ccccc2C1)C(=O)OC(C)(C)C	104	2.1	-0.9	4	-12	-11	2.2	-1	28	/	-0.1
CN(CC(=O)Nc1c(Cl)cccc1Cl)C(=O)CNC(=O)c1sc2ccccc2c1Cl	105	0.7	/	4	2	5	-0.6	9	/	-11	/
O=C(O)COCC(=O)N1CCN(c2cc(C(F)(F)F)nc3ccccc23)CC1	93	-0.1	-3.1	6	11	-4	-1.9	-22	-9	-6	-0.2
CN1CCN(C(=O)c2ccc(CSc3nc4ccncc4n3Cc3ccc(F)cc3)cc2)CC1	98	1.4	-0.6	-2	1	-12	-0.1	7	12	-2	-1.2
Cc1c(Cc2ccccc2)c(=O)oc2cc(OCC(=O)N3CCC(C(=O)O)CC3)ccc12	/	-0.6	-2.2	1	9	-3	-1.8	-11	4	-21	2.2
COC(=O)c1cc2sc(Cl)cc2n1CC(=O)N1CCCc2ccccc21	104	/	-0.9	0	0	-4	0.0	-14	15	-14	-1.1
CCOc1cc(/C=N/n2cnnc2)ccc1OS(=O)(=O)c1ccc(C)cc1	86	3.1	-0.4	0	12	-1	-2.4	-7	1	7	1.6

Single records, as listed above. Screens in order: Pemphigus Ab inh | phage Ecoli inh | E coli growth | HTR5A ag | OPRM1-OPRD1 inv | PKA-R1A act | MOR-DOR ag | HTR5A inv ctr | Mot1-301 SUMO | PfHsp90 set2 | AddAB inh
`CC(C)(C)OC(=O)NCCCC[C@H](NC(=O)c1nc[nH]c1C(=O)N1CCc2ccccc2C1)C(=O)OC(C)(C)C` reads 104 | 2.1 | -0.9 | 4 | -12 | -11 | 2.2 | -1 | 28 | / | -0.1
`CCc1ccccc1N=C1SCC(=O)N1C` reads 103 | 4.4 | -1.8 | 0 | 5 | 6 | -0.8 | 3 | -8 | 2 | -1.3
`CCN(c1ccccc1)S(=O)(=O)c1ccc(Cl)c(NC(=O)CN(C)Cc2cccc(F)c2)c1` reads 107 | -1.3 | / | 0 | -2 | -5 | 0.6 | 17 | / | -2 | /

Additional records follow:
SMILES	Pemphigus Ab inh	phage Ecoli inh	E coli growth	HTR5A ag	OPRM1-OPRD1 inv	PKA-R1A act	MOR-DOR ag	HTR5A inv ctr	Mot1-301 SUMO	PfHsp90 set2	AddAB inh
CC(C)c1ccc(NC(=O)c2cnn(-c3ccccc3)c2NC(=O)c2ccco2)cc1	105	0.5	2.0	-2	-2	-12	0.4	4	5	-7	0.4
COc1ccccc1C=C1SC(=S)NC1=O	94	2.5	/	0	13	4	-2.9	1	/	-9	/
CC(C)Cn1c(N)c(C=O)c(=O)[nH]c1=O	99	5.8	1.6	1	-3	-2	0.7	-3	-6	3	-0.3
Cc1ccccc1N1CCN(C(=O)c2ccc(Oc3ccc(C(F)(F)F)cn3)cc2)CC1	102	4.6	-0.2	1	-4	-15	0.8	15	-22	3	1.9
CCOC(=O)C1=C(COC(=O)c2ccc(Cl)nc2)NC(=O)NC1C (stereo unspecified)	15	3.2	/	0	2	-12	-0.4	-1	/	1	/
O=C(COC(=O)C1CC2CCCC(C1)C2=O)Nc1cccc(F)c1 (stereo unspecified)	103	2.9	0.5	5	0	5	0.1	-11	4	2	1.4
O=C(CCCN1C(=O)/C(=C/c2ccccc2Cl)SC1=S)NNC(=O)c1cccnc1	102	-1.8	-0.2	-2	3	4	-0.6	-1	8	10	-0.6
Cc1ccc(CNC(=O)C(=O)c2cn(CC(=O)N3CCOCC3)c3ccccc23)cc1	98	-0.6	-1.5	-1	17	-5	-3.2	0	279	19	5.6
COc1ccc(NC(=O)N(C)C[C@H]2Oc3c(NS(=O)(=O)c4cccs4)cccc3C(=O)N([C@@H](C)CO)C[C@@H]2C)cc1	106	2.1	2.2	2	-14	-3	2.3	14	118	7	2.9
COc1ccccc1CNC(=O)C[n+]1ccccc1	116	1.1	-2.0	-4	4	-9	-0.8	-5	45	4	1.1
COC(=O)Nc1nc(-c2ccc(F)cc2)c(C)s1	105	4.8	2.0	5	0	3	0.0	-13	-14	-15	2.3
Cc1ccc(-n2cc(-c3ccc([N+](=O)[O-])cc3)[nH]c2=S)c(C)c1	104	3.1	-0.7	10	-6	1	1.2	0	15	8	0.7
O=C(N/N=C/c1cccc([N+](=O)[O-])c1)c1cc(-c2ccccc2)nc2ccccc12	80	4.4	0.3	-4	11	3	-1.8	11	-8	0	2.7
Cc1noc(C)c1C(=O)NC(C)c1ccc(Cl)cc1Cl (stereo unspecified)	93	-0.3	-1.6	5	10	-3	-1.9	-1	-10	14	-1.8
COc1ccc(NC(=O)c2cc(-c3ccccn3)nc3ccccc23)cc1S(=O)(=O)N(C)C	106	1.8	1.1	-3	1	-17	-0.3	-15	-3	/	-2.6
CCCN1C(=O)c2ccc(C(=O)Nc3cc(C)on3)cc2C1=O	/	1.2	0.6	4	21	-5	-3.4	-24	40	4	0.1
Cc1cc2c(c(=O)n1Cc1ccco1)C(c1ccccc1)C(C#N)=C(N)O2 (stereo unspecified)	104	-0.5	2.2	-1	-7	2	1.2	-13	5	8	0.9
Clc1ccccc1-c1nnc(-c2ccc3c(c2)OCO3)o1	79*	2.9	4.2	5	-2	-12	0.3	-14	0	1	7.7
NC(N)=NCc1cccc(I)c1	/	5.0	-0.4	2	9	5	-1.7	-6	-2	22	0.6
CN(CCc1ccccn1)C(=O)Nc1ccc(C(C)(C)C)cc1	102	-0.6	-2.5	5	9	-1	-1.8	-12	-5	-14	-1.3
CSCC[C@H](NC(=O)OC(C)(C)C)C(=O)N1CCC(C(=O)NCC(=O)Nc2ccc(C)cc2)CC1	95	-0.2	-0.5	3	10	-8	-1.9	-10	0	2	0.1
Cn1c(=O)c(C(=O)COc2ccc(C#N)cc2)c(N)n(Cc2ccccc2)c1=O	121	1.4	-2.8	-1	4	-9	-0.7	3	-1	/	-3.0
CCCn1ncc(CN2CCN(Cc3ccsc3)C(CCO)C2)c1C (stereo unspecified)	103	2.5	0.4	0	-4	-1	0.8	44	5	/	0.9
O=C(c1noc2c1CSc1ccccc1-2)N1CCN(c2ccc(Cl)cc2)CC1	/	1.3	2.0	3	10	-1	-1.8	-9	-1	0	2.2
Cc1ccc(N2CCN(C(=O)N3CCCC3)CC2)cc1C	97	2.8	-1.3	8	10	-14	-2.1	27	-3	-10	-1.0
C=CCSc1nc(=O)n2cccc(C)c2n1	100	2.4	-0.7	0	-2	-12	0.3	-12	-5	-26	1.1
CCN(CCNC(=O)C1CCN(S(C)(=O)=O)CC1)c1ccccc1	87	0.1	0.1	-2	10	4	-1.8	12	-1	-17	2.0
CSc1[nH]c(=O)c(C(=O)O)cc1C#N	100	1.3	2.4	-7	10	-6	-1.7	5	-5	0	-0.1
O=C1C2C3C=CC(C3)C2C(=O)N1CCN1CCN(S(=O)(=O)c2ccc3ccccc3c2)CC1 (stereo unspecified)	107	2.4	2.5	6	-14	-5	2.4	-8	1	17	0.7
CCCCn1c(SC(C)C(N)=O)nc2cc(C(=O)OC)ccc2c1=O (stereo unspecified)	104	2.4	-2.8	6	-6	7	1.0	21	-5	-30	1.0

Part of the list above in order of number of heavy atoms, ascending:
SMILES	Pemphigus Ab inh	phage Ecoli inh	E coli growth	HTR5A ag	OPRM1-OPRD1 inv	PKA-R1A act	MOR-DOR ag	HTR5A inv ctr	Mot1-301 SUMO	PfHsp90 set2	AddAB inh
CSc1[nH]c(=O)c(C(=O)O)cc1C#N	100	1.3	2.4	-7	10	-6	-1.7	5	-5	0	-0.1
CCCn1ncc(CN2CCN(Cc3ccsc3)C(CCO)C2)c1C (stereo unspecified)	103	2.5	0.4	0	-4	-1	0.8	44	5	/	0.9
O=C1C2C3C=CC(C3)C2C(=O)N1CCN1CCN(S(=O)(=O)c2ccc3ccccc3c2)CC1 (stereo unspecified)	107	2.4	2.5	6	-14	-5	2.4	-8	1	17	0.7
CSCC[C@H](NC(=O)OC(C)(C)C)C(=O)N1CCC(C(=O)NCC(=O)Nc2ccc(C)cc2)CC1	95	-0.2	-0.5	3	10	-8	-1.9	-10	0	2	0.1

(continued)
SMILES	Pemphigus Ab inh	phage Ecoli inh	E coli growth	HTR5A ag	OPRM1-OPRD1 inv	PKA-R1A act	MOR-DOR ag	HTR5A inv ctr	Mot1-301 SUMO	PfHsp90 set2	AddAB inh
COCCNC(=O)C(=O)NNC(=O)c1ccccc1OC	105	3.2	-1.6	3	7	-3	-1.3	-9	-5	1	1.0
Cc1ccc(S(=O)(=O)/N=C(\c2ccccc2)N(C)S(=O)(=O)c2ccc(C)cc2)cc1	105	2.0	1.0	-2	14	4	-2.4	6	-15	-22	4.4
COc1ccc(S(=O)(=O)N2CCCCCC2)cc1NC(=O)CC1OC(=O)c2ccccc21 (stereo unspecified)	103	4.8	1.0	-3	20	-7	-3.9	8	-3	-9	0.2
CS(=O)(=O)N1CCN(c2ccccc2NC(=O)c2cc(Br)ccc2Cl)CC1	98	2.6	0.2	-5	19	-4	-3.8	2	-3	-12	2.4
